High-throughput results deposited in PubChem by Sanford-Burnham Center for Chemical Genomics.
mIAP activ – activators of mouse IAP, primary screen, biochemical, luminescence, uHTS; hit rate 0.24% among 330,000; intestinal alkaline phosphatase [Mus musculus]; activation factor at 10 µM; muIAP, CDP-Star luminescence, 30 min; active compounds read high; 1 = vehicle-only enzyme signal, 0 = enzyme-free wells;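 active means activation factor of at least 2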; further: the source names both 10 and 20 µM as test concentration; values of inactives mirror those of a sister screen read the other way
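System: mouse IAP enzyme. Reagent: CDP-Star chemiluminescent phosphatase substrate. Benchmarks: DMSO wells, no-enzyme wells. Times: 30 min enzyme-substrate-compound incubation at room temperature. Detection: luminescence from enzymatic CDP-Star hydrolysis. Doses: test compounds delivered from DMSO solution.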
mIAP block – inhibitors of mouse IAP, primary screen, biochemical, luminescence, uHTS. intestinal alkaline phosphatase [Mus musculus]. purified mouse IAP, CDP-Star luminescence, 30 min. inhibition, % at 10 µM. hit rate 0.2% among 330,000;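 active means inhibition of at least 40% at 10 µM in the primary screen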;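 further: plate controls were DMSO with enzyme for no effect and no enzyme wells for full effect; values of inactives mirror those of a sister screen read the other way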
Apaf1 inhib – inhibitors of human Apaf-1 apoptosome, primary screen, biochemical, DEVD-Rh110 fluorescence, uHTS; Apoptotic protease-activating factor 1 (Homo sapiens), O14727; reconstituted apoptosome caspase-3 activity; inhibition, % at 20 µM; hit rate 0.71% among 330,000; AID 489030, 2010; active means inhibition of at least 40% at 20 µM;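 further: plate controls were DMSO wells for no effect and DEVD-CHO caspase inhibitor wells for full effect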
Target sequence (O14727 whole entry, looked up): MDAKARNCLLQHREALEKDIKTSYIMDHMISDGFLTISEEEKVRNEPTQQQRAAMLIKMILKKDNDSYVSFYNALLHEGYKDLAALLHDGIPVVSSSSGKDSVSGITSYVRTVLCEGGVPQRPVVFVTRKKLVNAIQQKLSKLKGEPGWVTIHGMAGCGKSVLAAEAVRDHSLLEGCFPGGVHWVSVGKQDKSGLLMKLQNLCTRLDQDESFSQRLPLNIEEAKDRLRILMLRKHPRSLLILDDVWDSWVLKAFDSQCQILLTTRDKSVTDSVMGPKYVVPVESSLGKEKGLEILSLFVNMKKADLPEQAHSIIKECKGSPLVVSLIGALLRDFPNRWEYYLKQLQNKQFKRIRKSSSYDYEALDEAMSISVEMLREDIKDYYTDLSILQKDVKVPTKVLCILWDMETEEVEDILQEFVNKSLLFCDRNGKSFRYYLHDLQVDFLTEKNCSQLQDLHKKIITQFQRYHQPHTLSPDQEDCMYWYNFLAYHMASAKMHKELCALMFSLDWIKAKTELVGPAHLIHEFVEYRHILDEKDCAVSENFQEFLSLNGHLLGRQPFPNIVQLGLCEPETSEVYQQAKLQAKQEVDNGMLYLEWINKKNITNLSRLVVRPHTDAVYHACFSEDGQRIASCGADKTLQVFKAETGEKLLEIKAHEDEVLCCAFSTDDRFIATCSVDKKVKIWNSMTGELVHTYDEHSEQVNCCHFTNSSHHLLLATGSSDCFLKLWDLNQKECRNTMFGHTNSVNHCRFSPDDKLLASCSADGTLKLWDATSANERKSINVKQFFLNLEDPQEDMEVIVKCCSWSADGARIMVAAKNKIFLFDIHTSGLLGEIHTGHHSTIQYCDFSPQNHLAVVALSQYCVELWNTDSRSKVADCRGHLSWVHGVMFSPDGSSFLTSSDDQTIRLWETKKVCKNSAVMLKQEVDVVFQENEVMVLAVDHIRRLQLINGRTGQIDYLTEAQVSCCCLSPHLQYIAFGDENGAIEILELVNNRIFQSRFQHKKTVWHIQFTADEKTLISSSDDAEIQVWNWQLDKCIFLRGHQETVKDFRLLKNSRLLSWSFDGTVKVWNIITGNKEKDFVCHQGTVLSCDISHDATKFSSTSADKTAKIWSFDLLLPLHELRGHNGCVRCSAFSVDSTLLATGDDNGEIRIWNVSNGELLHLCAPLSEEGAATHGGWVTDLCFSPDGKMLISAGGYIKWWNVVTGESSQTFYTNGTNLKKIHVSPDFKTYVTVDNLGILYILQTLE
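detection = Rh110 fluorescence intensity | test system = biochemical Apaf-1 apoptosome reconstitution | also added = cytochrome c and DEVD-Rh110 substrate | schedule = 30 min plus 50 min, RT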
ATG4B inh – ATG4B protease inhibitors, primary screen, biochemical, fluorescence, uHTS. ATG4B cleavage of LC3-PLA2, NBD-HPC fluorescence, 1 h. inhibition, % at 8.33 µM. hit rate 0.51% among 340,000. AID 504462, 2011; in the data active means inhibition above about 40%
tim10-1 inh – growth inhibitors of tim10-1 mutant yeast, primary screen, luminescence, uHTS; S. cerevisiae tim10-1 ts strain growth, BacTiter-Glo, 24 h; inhibition, % at 20 µM; hit rate 2.2% among 330,000;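 active means inhibition of at least 40%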;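 further: mutant grown at 25 °C; 0% = DMSO wells with yeast and 100% = wells holding no yeast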
hIAP inh – human IAP inhibitors, primary screen, biochemical, luminescence, uHTS. Intestinal-type alkaline phosphatase (Homo sapiens), P09923. inhibition, % at 10 µM. purified IAP, CDP-Star luminescence, 30 min. AID 2544, 2010. hit rate 0.12% among 330,000;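 active means inhibition reaching a set limit with compound at 10 µM in the primary screen, cut at about 35% in these data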;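 further: plate controls were DMSO wells with enzyme for no effect and no-enzyme buffer wells for full effect; values of inactives mirror those of a sister screen read the other way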
hIAP activ – human IAP activators, primary screen, biochemical, luminescence, uHTS; Intestinal-type alkaline phosphatase (Homo sapiens), P09923; purified human IAP, CDP-Star luminescence, 30 min; active compounds read high; 1 = vehicle-only enzyme, 0 = enzyme-free background; activation factor at 10 µM; hit rate 0.16% among 330,000; AID 2524, 2010;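 active means activation factor of the enzyme at least 2-fold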; further: the source names both 10 and 20 µM as test concentration; values of inactives mirror those of a sister screen read the other way
NALP3 yeast inh – NALP3 inflammasome inhibitors in reconstituted yeast, primary screen, luminescence, uHTS. Yeast reconstituted NLRP3/ASC/caspase-1, beta-gal luminescence, 24 h. hit rate 0.39% among 330,000. inhibition, % at 10 µM;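 active means inhibition of 50% or more; inactive means inhibition below 50%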;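 further: plate controls were induced DMSO wells for no effect and uninduced yeast grown without galactose for full effect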
TIM10 inh – growth inhibitors of isogenic TIM10 control yeast, primary screen, counter-screen for tim10-1 yeast inhibitor project, luminescence, uHTS | S. cerevisiae TIM10 strain growth, BacTiter-Glo luminescence, 24 h | inhibition, % at 10 µM | hit rate 1.4% among 330,000 | AID 463195, 2010;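 active means inhibition of 40% or more at the single tested concentration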;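 further: wild-type TIM10 isogenic control strain grown at permissive 25 °C; 0% = DMSO yeast wells and 100% = minimal medium wells without yeast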
The depositor's hits bear a star; · = not tested or not shown.

Structure,mIAP activ,mIAP block,Apaf1 inhib,ATG4B inh,tim10-1 inh,hIAP inh,hIAP activ,NALP3 yeast inh,TIM10 inh
CC(C)C[C@H](N)c1nnc(S(=O)(=O)Cc2cccc(F)c2)o1,0.96,4,-6,-6,13,-5,1.1,3,3
OC(CNCCNc1ncccc1C(F)(F)F)COc1ccc(F)cc1 (centres undefined),0.97,3,14,-4,-8,8,0.92,15,-1
O=C(c1ccc(CS(=O)(=O)c2ccc(Br)cc2)o1)N1CCN(c2ccc(F)cc2)CC1,1,0,26,5,2,33,0.67,17,5
COC(=O)c1ccc(NS(=O)(=O)c2cc3c4c(c2)CCN4C(=O)CC3)cc1,0.95,5,5,-3,-14,17,0.83,0,-2
COc1ccccc1-c1nc2ccccc2nc1-c1ccccc1OC,0.96,4,-2,-2,35,-4,1,-5,30
Cc1ccc(S(=O)(=O)CCC(=O)OCC(=O)NC(N)=O)cc1,1.1,-13,-4,-9,7,-7,1.1,-3,-15
CCN1C(=O)[C@H]2[C@@H](c3ccc(-c4ccc(Cl)c(Cl)c4)cc3)N[C@@](Cc3ccccc3)(C(=O)OC)[C@H]2C1=O,0.93,7,18,2,-1,5,0.95,5,10
CN(C)c1ccc(CN(C(=O)c2cc3ccccc3oc2=O)C2CCS(=O)(=O)C2)cc1 (centres undefined),0.99,1,-5,7,-3,-9,1.1,24,-7
Cc1cc(C)n(-c2ccc(Cl)c(Cl)c2)n1,0.99,1,1,-4,9,-3,1,11,3
CC(=O)c1ccc(S(=O)(=O)N2CCNCC2)cc1,1.1,-6,-4,3,11,0,1,-5,7
CS(=O)(=O)N1CCc2cc(C(=O)Nc3ccccc3Br)ccc21,0.98,2,-4,-1,16,-5,1.1,22,11
Cc1ccc(NC(=O)CC2(CC(=O)O)CCCC2)cc1,0.99,1,-5,2,-7,-2,1,26,-8
Cc1nn(Cc2ccc([N+](=O)[O-])cc2)c(=O)n1-c1cccc(Cl)c1,0.91,9,-5,-6,-11,8,0.92,11,-14
Clc1c(-c2nnc3n2CCCCC3)sc2ccccc12,1,-2,5,3,13,-4,1,5,-10
Cn1c(NC(=O)C[n+]2cc(-c3ccc(Cl)c(Cl)c3)n3c2CCC3)cc(=O)n(C)c1=O,1,0,0,-1,25,-3,1,10,1
Cc1occc1C(=O)N1CCN(c2ccc(Cl)cc2)CC1,1.1,-6,13,1,1,-16,1.2,0,-3
O=C(C1CCCC1)N1CCN(S(=O)(=O)c2ccc(Cl)cc2)CC1,0.96,4,-2,-6,6,10,0.9,24,17
C=CCC[C@@H](Cc1ccc(F)cc1)C(=O)OC[C@@H](C)NC(=O)[C@H](CC=C)CC(=O)N(CCO)Cc1ccccc1,1.2,-16,36,-7,20,-19,1.2,24,6
O=C(O)CC1NC(=S)N(c2ccccc2)C1=O (centres undefined),0.98,2,5,-8,30,18,0.82,0,8
CCc1c(C)nc(N2CCN(c3ccc(OC)cc3)CC2)[nH]c1=O,0.98,2,1,2,2,2,0.98,14,-14
CC1CCCC(C)N1c1nnc(N)s1 (centres undefined),0.87,13,-11,4,6,17,0.83,6,1
CCOc1ccc(NC(=O)CC2C(=O)N(c3ccccc3)C(=O)N2CCOC)cc1 (centres undefined),0.99,1,0,-3,13,16,0.84,3,5
COCCNc1c2c(nc3c(-c4ccccc4)c(C)nn13)CCC2,0.93,7,-20,-4,31,3,0.97,5,21
Cc1ccc(-c2csc(N(CC3CCCO3)C(=O)c3ccco3)n2)cc1 (centres undefined),0.87,13,-3,7,27,13,0.87,14,43*
NS(=O)(=O)c1ccc(SCc2ccccc2)nc1,0.98,2,-8,-5,10,-6,1.1,17,7
CC(=O)Nc1ccc(/C=N/NC(=O)CNC(=O)c2ccccc2)cc1,1,-2,-2,-13,6,8,0.92,17,-2
CC(=O)c1cccc(N(CC(=O)N2CCCC2)S(C)(=O)=O)c1,0.92,8,-14,0,1,-1,1,4,7
Cc1ccc(NC(=O)CCNS(=O)(=O)c2ccc3[nH]c(=O)oc3c2)c(C)c1,0.7,30,-19,-4,12,-5,1.1,6,-1
Cc1noc(C)c1COc1cccc(C(=O)OCC(=O)NC(=O)c2ccc(OC(F)F)cc2)c1,1.1,-8,-4,-4,9,10,0.9,-11,-2
COc1ccccc1C(=O)NNC(=O)c1ccncc1,0.98,2,8,-5,-5,-10,1.1,17,4
O=C(CSc1ccc(Br)cc1)N1CCN(S(=O)(=O)c2ccccc2)CC1,0.99,1,20,-14,24,-52,1.5,9,-13
CC(C)CCOc1ccc(C2=NNC(=O)CC2)cc1,1,-3,-4,6,1,-1,1,20,6
FC(F)c1nc2ccccc2[nH]1,0.9,10,-6,5,-7,-5,1,-1,8
CN(CC(=O)Nc1ccccc1Br)C(=O)c1cc(S(=O)(=O)N(C)C)ccc1N1CCCC1,1,0,-1,-1,7,-4,1,3,14
O=[N+]([O-])c1ccccc1COc1ccc(Cl)c2cccnc12,1,-4,-2,3,-2,5,0.95,10,7
N#Cc1c(N)c(C(=O)c2ccc(Br)cc2)n2c1CCC2,0.95,5,3,2,2,14,0.86,6,11
CN(CC(=O)N1CCN(Cc2ccccc2)CC1)C(=O)Cc1ccc(Cl)c(Cl)c1,0.98,2,-3,1,19,-10,1.1,3,2
COc1ccccc1NS(=O)(=O)c1cc(N/C(=N\S(=O)(=O)c2ccccc2)c2ccc(F)cc2)ccc1Cl,1,-2,4,-16,13,-3,1,21,22
Cc1ccc(CN2C(=O)N/C(=C/c3ccc(-c4ccc(C(=O)O)cc4)o3)C2=O)cc1,0.9,10,-3,13,9,18,0.82,11,10
Cc1cc(=O)oc2cc(NC(=O)c3cc4ccccc4o3)ccc12,1.1,-8,-19,·,-1,-7,1.1,9,-8
Cn1c(SCC(=O)NCCc2ccccc2)nnc1-c1ccco1,0.95,5,0,-7,4,-10,1.1,6,9
CN1CCN(CCCn2cnc3c(=O)oc4ccccc4c32)CC1,0.93,7,2,-11,3,-1,1,1,-6
NC(=S)Nc1ccc(Oc2ccc(NC(N)=S)cc2)cc1,0.91,9,-10,-7,5,11,0.89,18,7
O=C(Nc1ccc(/C=C/c2nc3ccccc3o2)cc1)c1ccc(F)cc1,0.93,7,-2,-4,16,27,0.73,37,18
CC(=O)CCn1c(=O)n(CCC(C)=O)c(=O)n(CCC(C)=O)c1=O,0.91,9,-1,-2,13,13,0.87,14,2
O=c1ccc(-c2ccc(S(=O)(=O)NCC3CCN(Cc4cccc(F)c4)CC3)s2)n[nH]1,0.96,4,4,-2,21,-32,1.3,21,12
CCOC(=O)c1c(-c2ccc(OC)cc2)csc1NC(=O)CCN1CCOCC1,1,0,-5,-16,-31,0,1,18,4
O=C(CSc1nnc2scc(-c3ccc(Cl)cc3)n12)NCc1ccc2c(c1)OCO2,0.94,6,-4,-2,34,15,0.85,13,17
CCCCOc1ccc(CSC(CC(=O)O)C(=O)O)cc1 (centres undefined),0.85,15,-7,3,-11,8,0.92,-6,-5
O=C(COc1ncnc2sccc12)Nc1cccc(S(=O)(=O)N2CCCC2)c1,1.1,-8,-6,-7,12,-11,1.1,24,10
S=C(Nc1ccc(Cl)cc1)N1CCCC1,1.1,-10,3,-7,15,7,0.93,2,-2
Cc1cc(NC(=O)CSc2nc3c(c(=O)n2C)SCC3)no1,0.98,2,-15,-1,0,-16,1.2,-5,13
Cn1c(=O)[nH]c(=O)c2c1nc(NCc1ccccc1)n2CCCc1ccccc1,1.2,-16,3,0,2,-19,1.2,11,1
CC[C@@]1(C(=O)OC)N[C@H](CN(C)C(C)=O)[C@@H]2C(=O)N(Cc3ccccc3)C(=O)[C@@H]21,1,-2,-6,-5,5,-7,1.1,0,-3
CC(=O)c1ccc(S(=O)(=O)N(Cc2cc3cc4c(cc3[nH]c2=O)OCCO4)CC2CCCO2)cc1 (centres undefined),1,-4,-6,-1,-8,1,0.99,24,-3
CCc1nn(CC(=O)NCCC(C)C)c(=O)c2cc3c(OC)cccc3n12,1.1,-13,-8,-3,20,-30,1.3,16,-13
COC(=O)C1=C(CSc2nncn2C)NC(=O)NC1c1cc(C)ccc1C (centres undefined),0.97,3,1,3,14,5,0.95,14,-1
COC(=O)CSc1n[nH]c(-c2cccnc2)n1,0.96,4,-10,-12,-20,-3,1,2,-12
COC(CNC(=O)c1ccc(CS(=O)(=O)c2ccc(C)cc2)o1)OC,0.99,1,3,1,4,-4,1,19,5
O=c1[nH]cnc2sc3c(c12)CCN(Cc1ccccc1)C3,0.84,16,9,-9,-17,-7,1.1,1,2

Given with two lines to a compound: part of the list above.
Fields – mIAP activ	mIAP block	Apaf1 inhib	ATG4B inh	tim10-1 inh	hIAP inh	hIAP activ	NALP3 yeast inh	TIM10 inh
COC(=O)CSc1n[nH]c(-c2cccnc2)n1
  0.96	4	-10	-12	-20	-3	1	2	-12
COC(CNC(=O)c1ccc(CS(=O)(=O)c2ccc(C)cc2)o1)OC
  0.99	1	3	1	4	-4	1	19	5

More compounds
Structure,mIAP activ,mIAP block,Apaf1 inhib,ATG4B inh,tim10-1 inh,hIAP inh,hIAP activ,NALP3 yeast inh,TIM10 inh
Cc1cc(NC(=O)c2nn(C)c(C)c2Br)no1,0.88,12,0,-3,-11,15,0.85,7,11
Nc1cc2c(cc1C(=O)c1ccc(Cl)cc1)OCCO2,0.88,12,11,-4,41*,29,0.71,14,31
C=CCSc1nc(-c2ccccc2)c(C#N)c(=O)[nH]1,0.97,3,-16,26,-3,-2,1,-1,4
Nc1ccccc1NC(=O)c1ccccc1N,1,-1,5,-8,4,-22,1.2,14,-15
Cc1noc(C)c1COc1ccccc1C(=O)NNC(=O)c1ccccc1F,1,0,-12,-7,15,8,0.93,16,5
CCC(NS(=O)(=O)c1ccc2c(c1)Cc1cc(S(=O)(=O)NC(CC)C(=O)O)ccc1-2)C(=O)O (centres undefined),1,-4,5,2,-10,-3,1,19,-5
NC(=O)COc1ccc(NC(=O)OCc2ccccc2)cc1,0.99,1,7,10,8,-11,1.1,4,13
Cc1ccc(Sc2ccc(NC(=O)CCl)cc2)c(C)c1,1.1,-10,0,24,39,-6,1.1,58*,59*
O=C(COC(=O)c1c(Cl)cccc1Cl)NCc1cccs1,1.1,-15,4,-15,-9,5,0.95,40,-15
COc1ccc(C(C)=O)c(OC(=O)c2ccco2)c1,1,-4,-4,-7,19,-7,1.1,13,9
COc1ccc(/C=C2/C(=O)N(c3ccccc3)N=C2C)cc1,1.1,-5,96*,-4,15,-10,1.1,2,-6
O=C(COC(=O)c1ccc(Br)c(S(=O)(=O)N2CCOCC2)c1)NCC1CCCO1 (centres undefined),1.1,-12,8,-6,-12,6,0.94,-8,-6

Not a hit list. Share with any hit: about 4.5%.
